# Source: PubChem
# D3 ag = activates the human D3 dopamine receptor; D3R DiscoveRx beta-arrestin cells, luminescence, 90 min; P35462; AID 652048; hit rate 0.58% among 410,000; max activation, %; in the data active = max activation above about 30%; also: 0% is about no effect; mostly tested at two doses, the higher about 12 µM
# Target sequence (P35462 whole entry, looked up): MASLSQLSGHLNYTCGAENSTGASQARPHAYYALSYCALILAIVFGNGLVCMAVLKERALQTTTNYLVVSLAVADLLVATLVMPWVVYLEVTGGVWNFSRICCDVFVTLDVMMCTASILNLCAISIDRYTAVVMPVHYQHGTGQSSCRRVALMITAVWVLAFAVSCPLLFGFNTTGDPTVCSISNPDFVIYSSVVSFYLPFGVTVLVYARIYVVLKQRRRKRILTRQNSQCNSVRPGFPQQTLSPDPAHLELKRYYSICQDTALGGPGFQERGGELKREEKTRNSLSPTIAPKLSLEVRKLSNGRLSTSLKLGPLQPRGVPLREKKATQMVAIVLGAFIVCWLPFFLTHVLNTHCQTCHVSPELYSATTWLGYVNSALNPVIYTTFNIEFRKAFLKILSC
#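 Agonist mode: compounds and dopamine controls were applied to plated cells for 90 min at 37 degrees C after an overnight attachment at 1500 cells/well. Luminescent read-out followed 30 - 60 minutes at room temperature with DiscoveRx detection reagent.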
# GLP1R ag = activates the human GLP-1 receptor. P43220. HEK293 GLP-1R CRE-luciferase, luminescence, 4-6 h; cells express a hypersensitive GLP-1R form. Potency, µM (titrated, usually from 45.6 µM), inactives show at the highest dose activation, most hits filed as activators. hit rate 0.007% among 380,000. AID 624172; also: potency is read from the fitted curve at half-maximal effect; % of control where 0% means no effect
# Target sequence (P43220 whole entry, looked up): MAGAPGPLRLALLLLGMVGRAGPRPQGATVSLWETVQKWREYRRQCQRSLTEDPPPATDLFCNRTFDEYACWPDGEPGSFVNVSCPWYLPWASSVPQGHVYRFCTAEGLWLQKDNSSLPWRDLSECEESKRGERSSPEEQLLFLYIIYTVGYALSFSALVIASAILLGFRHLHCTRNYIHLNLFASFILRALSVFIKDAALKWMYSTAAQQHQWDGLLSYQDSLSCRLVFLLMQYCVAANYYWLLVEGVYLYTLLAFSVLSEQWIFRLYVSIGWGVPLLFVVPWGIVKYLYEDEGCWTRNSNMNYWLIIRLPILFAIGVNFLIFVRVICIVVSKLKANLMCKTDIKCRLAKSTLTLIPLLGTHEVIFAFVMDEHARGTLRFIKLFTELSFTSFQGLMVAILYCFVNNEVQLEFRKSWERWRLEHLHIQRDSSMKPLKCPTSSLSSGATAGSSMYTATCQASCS
# GLP1R cytotox = cytotoxic in the GLP-1 receptor inverse agonist counter-screen | HEK293 cAMP-luciferase reporter cells, luminescence, 24 h | Potency, µM (highest dose often 38.3 µM), for the others: top-dose activity change, negative = inhibition, usual class: inhibitors | hit rate 0.13% among 410,000 | AID 624418;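 also: loss of luciferase light is scored as toxicity; potency is read from the fitted curve at half-maximal effect; % is scaled to controls: 0 for no effect and ±100 for the full control effect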
#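 1536-well qHTS counterscreen of the MLSMR; 200 cells/uL, 12 h pre-incubation, 23 nL cpd, 24 h at 37 deg C 5% CO2, luciferase detection reagent, 12 min RT, luminescence. Inhibition = undesired.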
# TDP43 rescue = inhibitors of TDP-43 toxicity in yeast | Potency, µM (doses to about 46.1 µM), for inactives: at the top dose growth rescue (activation), usual class: activators | AID 652104 | TDP-43 expressing yeast growth rescue, BacTiter-Glo, 24 h | hit rate 1.8% among 410,000; also: potency is read from the fitted curve at half-maximal effect; % of control where 0% means no effect; nearly all actives have a fitted effect of over 50% in size
#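 Luminescence from BacTiter-Glo reports growth of TDP-43-expressing yeast after 24 hr at 30 deg C with compound. Cells were raffinose-pregrown to mid-log, then seeded in galactose medium at OD600=0.02.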
# D3 antag = D3 dopamine receptor (human) antagonism. max response, negative = inhibition, %. hit rate 2.5% among 360,000. AID 652054. P35462. D3R cells, DiscoveRx beta-arrestin luminescence, antagonist mode; active compounds read low; in the data active = max response below about -50%; inconclusive = no clear call, values can overlap the other calls; also: % is scaled to controls: 0 for no effect and ±100 for the full control effect; mostly tested at two doses, the higher about 12 µM
#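 Cells expressing the human receptor were seeded at 1500 cells/well, incubated overnight at 37 degrees C in 5% CO2, then exposed to library compounds with dopamine controls for 90 minutes at 37 degrees C before luminescent detection.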
# PTHR1 agonist = activates the human parathyroid hormone receptor PTHR1; Q03431; HEK293 GP2 PTHR1 cells, GloSensor cAMP luminescence, 1 h; Potency, µM (doses to about 115 µM), for the others: at the top dose activation, usual class: activators; hit rate 0.075% among 410,000; AID 743266; also: potency is read from the fitted curve at half-maximal effect; nearly all actives have a fitted effect of over 55% in size; some results filed as inactive show a strong effect at the top dose; inactives centre near -15; many of its hits are not listed in these tables
#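 HEK-293-derived GP2 cells expressing PTHR1 and a GloSensor cAMP reporter, 3,000/well, plated overnight, given luciferin plus IBMX (each 0.5 mM as added) for 1 h at 37 °C, then compound for 1 h at 37 °C. Luminescence was read after 15 min at room temperature.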
# aSyn yeast inh = inhibitors of alpha-synuclein toxicity in yeast; AID 652106; Yeast expressing alpha-synuclein, growth rescue, BacTiter-Glo, 24 h; hit rate 0.14% among 370,000; Potency, µM (highest dose often 46.1 µM), for inactives: at the highest dose growth rescue (activation), hits mostly activators; also: potency is read from the fitted curve at half-maximal effect; % of control where 0% means no effect; nearly all actives have a fitted effect of over 65% in size
#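 Readout is rescue of growth in alpha-synuclein-expressing yeast, so inhibitors of toxicity appear as activators. Growth after 24 hr at 30 deg C in galactose medium is quantified by luminescence.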
# KB-V1 MDR tox = kills drug-selected multidrug resistant KB-V1 cells; KB-V1 MDR cells viability, CellTiter-Glo, 72 h; Potency, µM (doses to about 46.1 µM), without a hit: top-dose activity change, negative = cytotoxicity, hits mostly cytotoxic; hit rate 3.4% among 400,000; AID 1347076; also: potency is read from the fitted curve at half-maximal effect; % is scaled to controls: 0 for no effect and ±100 for the full control effect; nearly all actives have a fitted effect of over 60% in size
#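 Compound-treated KB-V1 multidrug-resistant cells, 72 h, 37 degrees C; viability by CellTiter-Glo. Fitted qHTS curves give the values.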
# GLP1R inv ag = acts as inverse agonist at human GLP-1 receptor; P43220; HEK293 GLP-1R CRE-luciferase, luminescence, 24 h; GLP-1R form is constitutively active; Potency, µM (doses to about 38.3 µM), for inactives: at the top dose activity change, negative = inhibition, actives largely listed as inhibitors; hit rate 1.6% among 410,000; AID 624417; also: potency is read from the fitted curve at half-maximal effect; % is scaled to controls: 0 for no effect and ±100 for the full control effect; nearly all actives have a fitted effect of over 55% in size
#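 qHTS in 1536-well format: reporter HEK293 cells expressing constitutive GLP-1R activity in DMEM + 10% Nu serum, 24 hr with compounds at 37 deg C, luminescence read after 12 min with detection reagent.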
# An asterisk follows results filed as active; i = inactive; ? = inconclusive; . = not tested or not shown; [ ] = remark or other dose. Unless noted, calls follow the shape of the dose curve; as a rule, active = well fitted curve in the direction sought with a large enough effect; inconclusive = small, poorly fitted or top-dose-only effect, or another doubt; inactive = no such curve, though single readings can be large; an effect the other way counts as inactive or inconclusive. Only part of the results is shown (hit frequency here may not be typical).
SMILES,D3 ag,GLP1R ag,GLP1R cytotox,TDP43 rescue,D3 antag,PTHR1 agonist,aSyn yeast inh,KB-V1 MDR tox,GLP1R inv ag
Cc1ccc(-c2nn(-c3ccccc3)cc2/C=N/n2c(-c3ccncc3)n[nH]c2=S)cc1,17,11%,-2%,9%,-20,i,1%,3%,19%
Cc1cccc(NC(=S)NC2CCCC2)c1C,3,10%,-16%,26%,7,i,1%,-2%,-22%
CCOC(=O)/C(C(N)=NCCCO)=C(/O)c1ccccc1,-2,2%,-1%,-9%,3,-5%[57.5 µM],1%,7%,0%
O=C(Cc1c[nH]c2ccccc12)N1CCN(S(=O)(=O)c2ccc(Cl)cc2)CC1,11,4%,3%,2%,14,i,-1%,-15%,?
C=CCOC(=O)C1=C(C)NC(C)=C(C(=O)OCC=C)C1c1ccc(C)o1,-5,6%,10%,-7%,-21,-18%,2%,-14%,?
O=C(c1cccc(S(=O)(=O)NCc2ccccc2)c1)N1CCCC(C(F)(F)F)C1 (stereo not drawn),-5,14%,4%,-8%,-7,-14%,-4%,-5%,?
Cc1nnc(SCc2ccc(CSc3nnc(C)c(=O)[nH]3)cc2)[nH]c1=O,0,0%,-3%[7.66 µM],9%[9.22 µM],15,i,-1%,1%,0%[7.66 µM]
NC(=S)n1[nH]c(-c2ccc([N+](=O)[O-])cc2)c(N=Nc2cccc([N+](=O)[O-])c2)c1=O,1,6%,?,0%,21,-36%[inhibitor],-5%,?,?
Cn1c(CNC(=O)c2ccccc2F)nnc1SCC(=O)NCc1ccccc1,-3,-2%,1%,-19%,-1,i,-1%,2%,17%
Cc1ccc2c(c1)C(=O)N1[C@H]3c4cc(Cl)ccc4OC[C@@H]3[C@H](c3ccccc3)[C@]1(C)C(=O)N2,17,-3%,8%,-15%,-3,i,-13%,0%,?
Cc1ccccc1NC(=O)CCN1CCCCCC1,-13,-5%,-21%,3%,?,-6%,2%,0%,-32%
O=C(N/N=C/c1cc2c(cc1[N+](=O)[O-])OCO2)c1ccccn1,4,-4%,26%,-23%,-16,15%[57.5 µM],-3%,-28%,10%
Cc1nn(C)c(C)c1-c1c(C#N)c(N)nc2c1CCCCCC2,-2,-9%,10%,-4%,-12,-5%,8%,-3%,0%
O=C(COc1ccc(Br)cc1)N1CCN(c2ccc([N+](=O)[O-])c(N3CCCCC3)c2)CC1,-6,-5%,3%[1.53 µM],8.9µM*,1,i,11%,?,?
O=C(O)/C(CC(=O)c1ccc(Cl)cc1)=N/Nc1ccc([N+](=O)[O-])cc1[N+](=O)[O-],-11,-6%,?,-5%,-14,-41%[inhibitor],1%,-5%,?
CCNC(=S)N/N=C1\C(=O)c2cccc3cccc1c23,1,3%,?,20%,-6,i,3%,11%,?
COc1ccc(CC(=O)Nc2cc(S(=O)(=O)N3CCCCC3)ccc2C)cc1OC,-9,6%,9%,-19%,-5,-19%,-4%,?,-21%
COc1cc(CO)cc(Br)c1OCC(=O)Nc1cccc2ccccc12,-2,4%,1%,-1%,-11,i,-1%,?,-6%
COc1ccc(CNC(NC(=O)c2ccccc2)(C(F)(F)F)C(F)(F)F)cc1,5,-1%,-24%,13%,12,-21%,-11%,5%,?
COc1ccc(CNc2oc(/C=C/c3cccc(OC)c3)nc2C#N)cc1,-10,.,85%[activator],0%,.,i,.,3%,?
COc1ccc(CNC(=O)Cn2cnc3c(OCc4ccccc4)ncnc32)cc1,4,0%,10%,8%,11,i,-5%,16%,?
CCC1CN(C(=O)N2CCC(C(=O)NCCOC)CC2)c2ccccc2O1 (stereo not drawn),11,.,-7%,-4%,.,i,.,.,0%
Nc1cc(N)nc(SCC(=O)Nc2cc(S(=O)(=O)N3CCOCC3)ccc2Cl)n1,1,-4%,3%,15%,9,i,-3%,.,28%
N/C(=N\OC(=O)C1CCCCC1)c1ccc(Br)cc1,-11,5%,-20%,?,12,-18%,-19%,22%,7%
COc1ccccc1C(=O)Nc1ccc2nc(N3CCC(C)CC3)cc(C)c2c1,12,.,-6%,11%,.,-31%[inhibitor],.,.,?
CCCCOC(=O)C1=C(C)NC(=O)NC1c1cc2c(cc1Br)OCO2 (stereo not drawn),3,1%,2%,-10%,-7,-28%,-4%,-10%,11%
O=C(Nc1nccs1)c1cccc(NC(=O)C(F)(F)F)c1,4,4%,0%,12%,4,i,1%,7%,17%
Cc1c(NN=C(C#N)C#N)c(=O)n(-c2ccccc2)n1C,6,-2%,8%,16%,-1,-46%,-2%,-19%,?
COc1ccc(-c2[nH]nc3c2C(c2ccc(OC(=O)N4CCOCC4)cc2)C(C#N)=C(N)O3)cc1 (stereo not drawn),-6,8%,-19%,-14%,-12,-6%,-20%,-15%,0%
O=C1CC(NC23CC4CC(CC(C4)C2)C3)C(=O)N1c1ccc2c(c1)OCO2 (stereo not drawn),-6,-10%,10%,4%,8,-15%[57.5 µM],13%,3%,8%

# 4 compounds picked at random from those above:
SMILES,D3 ag,GLP1R ag,GLP1R cytotox,TDP43 rescue,D3 antag,PTHR1 agonist,aSyn yeast inh,KB-V1 MDR tox,GLP1R inv ag
Cc1ccccc1NC(=O)CCN1CCCCCC1,-13,-5%,-21%,3%,?,-6%,2%,0%,-32%
O=C(Cc1c[nH]c2ccccc12)N1CCN(S(=O)(=O)c2ccc(Cl)cc2)CC1,11,4%,3%,2%,14,i,-1%,-15%,?
N/C(=N\OC(=O)C1CCCCC1)c1ccc(Br)cc1,-11,5%,-20%,?,12,-18%,-19%,22%,7%
Cc1nn(C)c(C)c1-c1c(C#N)c(N)nc2c1CCCCCC2,-2,-9%,10%,-4%,-12,-5%,8%,-3%,0%

# Additional results:
SMILES,D3 ag,GLP1R ag,GLP1R cytotox,TDP43 rescue,D3 antag,PTHR1 agonist,aSyn yeast inh,KB-V1 MDR tox,GLP1R inv ag
COc1ccccc1-n1cnnc1SCC(=O)NCC1CCCO1 (stereo not drawn),3,6%,2%,-11%[9.22 µM],-3,i,-1%,2%,10%
Cc1ccc(NC(=O)c2ccc3c(c2)C(=O)N(c2cc(C)ccc2C)C3=O)nc1,-5,-1%,4%,7%,9,-4%,?,?,26%
Cc1ccc(NC(=O)c2cc(N3C(=O)CCC3=O)ccc2N2CCCCC2)cc1,0,-3%,-11%,9%,12,-10%,-3%,26%,-2%
CC1=NC(C#N)=C(C#N)NC(C)(C)C1,2,0%,-21%,7%,-19,-22%,-5%,-6%,9%
Nc1ccc(-c2nnn(Cc3ccccc3)n2)cc1,2,25%,5%,0%,2,-11%,11%,2%,17%
COc1ccc(O/C(=N\S(=O)(=O)c2ccccc2)c2ccccc2)cc1,3,-1%,-3%,-6%,2,i,0%,-5%,7%
CCOC(=O)N1CCN(C(=O)c2cccc(NC3=NC4CS(=O)(=O)CC4S3)c2)CC1 (stereo not drawn),-10,1%,12%,-14%,-13,174%[57.5 µM],-14%,?,4%
Cc1cc(C(=O)NNC(=O)c2ccc(Cl)cc2Cl)c(C)o1,-10,-2%,-5%,5%,-6,-24%,1%,7%,4%
CC(=O)Oc1ccc(Oc2ccc(-c3noc(C)n3)cc2)cc1,1,8%,-3%,11µM*,17,-21%,-13%,0%,0%
O=C(NCC1CCCN1S(=O)(=O)c1cccs1)c1cccc(Cl)c1 (stereo not drawn),3,17%,8%,5%,-24,-22%,1%,?,-14%
CCOC(=O)c1ccc(N2C(=O)CC(Sc3nc(O)c(CC)c(=O)[nH]3)C2=O)cc1 (stereo not drawn),-12,-19%,19%,9%,-15,-5%,9%,-8%,9%
Cc1ccc2[nH]c(=O)c(CN(CCO)C(=O)NCc3ccccc3)cc2c1,6,6%,7%,2%,24,i,-7%,0%,0%
CCC(=O)Nc1cccc(-n2nnnc2SCC(=O)N(C(C)C)C(C)C)c1,6,7%,1%,9%,7,0%,4%,?,6%
CS(=O)(=O)N(CC(=O)N1CCCCC1)c1sc2c(c1C#N)CCCC2,-5,1%,-1%,?,1,-13%,0%,-6%,-11%
CC(=O)c1cccc(N2C(=NC(=O)COc3ccccc3)SC3CS(=O)(=O)CC32)c1 (stereo not drawn),3,-1%,-3%,?,4,i,4%,?,-13%
COc1ccc(CCNC(=O)COC(=O)c2ccco2)cc1OC,3,-14%,10%,25%,15,i,3%,11%,4%
Cc1ccc(NC(=O)c2ccc(F)c(S(=O)(=O)N3CCc4ccccc4C3)c2)cc1F,-1,.,1%,15%,.,-11%,.,.,-8%
CC(CCc1ccccc1)NCC(O)COc1ccccc1 (stereo not drawn),-3,29%,7%,0%,-64*,i,2%,-20%,?
CO/N=C(\Cn1ncc(N2CCOCC2)c(Br)c1=O)c1ccc(Cl)cc1,1,-2%,8%,19%,1,-73%[inhibitor],8%,4%,-14%
CCCCN(C(=O)NC(=O)Nc1ccc(C)cn1)S(C)(=O)=O,0,6%,2%,-4%,24,i,-1%,29%,12%
COc1cccc(CN(CCC(C)C)S(=O)(=O)c2cc(Br)ccc2Br)c1,-20,4%,14%,12%,-15,-27%,-12%,?,?
COC(=O)CCC(=O)NC(=S)Nc1cc(Cl)ccc1Cl,-11,4%,-18%,14%,8,i,-36%[inhibitor],-4%,-16%
CC1CN(C(=O)CSc2nc(N)c(NC(=O)c3ccc(C(F)(F)F)cc3)c(=O)[nH]2)CC(C)O1 (stereo not drawn),-1,-1%,-3%,9%,8,i,0%,2%,-16%
CCN(C[C@H]1N[C@@](Cc2ccccc2)(C(=O)OC)[C@H]2C(=O)N(Cc3ccccc3)C(=O)[C@@H]12)S(=O)(=O)c1ccc(C(C)(C)C)cc1,11,4%,1%,3%,0,14%,6%,0%,-7%
